Screening data: PubChem BioAssay, Sanford-Burnham Center for Chemical Genomics
TAG inh: inhibitors of triacylglycerol accumulation. H9c2 cells, Nile Red lipid (TAG) fluorescence; cells loaded with 200 µM oleic acid. inhibition, % at 12.5 µM. actives 0.66% (n = 230,000). AID 651582;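 active = pattern-corrected inhibition of lipid staining of at least 50% with the nuclear-stain viability signal not falling by more than 50%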;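 note: 0% = DMSO wells and 100% = triacsin C control wells; some results filed as inactive read as strong as hits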
TAG inh DAPI viability: second read-out of TAG inh, no call of its own (marks repeat the call); DAPI nuclei signal change (viability), lower = more cytotoxic, %;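 whole-well DAPI fluorescence read on a plate reader as a viability signal; minus 50 percent equals half of cells still viable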
* = called active by the depositor.

SMILES	TAG inh	TAG inh DAPI viability
O=c1ccc2c([nH]1)CCCCCCCCCC2	17	-8
O=C(CN1CCN(Cc2ccccc2)CC1)c1ccccc1	-2	3
COc1ccc(OC)c(-c2nc(CN(C)C(C)c3ccncn3)c(C)o2)c1 (stereo not given)	-8	-10
COC(=O)c1scc(C)c1N1C(=O)c2ccccc2C1=O	-6	7
O=C(COC(=O)COc1ccccc1)Nc1cccc([N+](=O)[O-])c1	3	-7
Cc1nc2ccc(S(=O)(=O)c3ccc4nc(C)[nH]c4c3)cc2[nH]1	-4	-8
C[C@H](CO)N1C[C@H](C)[C@@H](CN(C)S(=O)(=O)c2ccccc2)Oc2ccc(NC(=O)C3CCCCC3)cc2C1=O	17	2
COc1cccc(-c2nc(OC(C)C)c3ccccc3n2)c1	0	-2
c1ccc2c(c1)ncn2-c1ccc(-c2ccnc(-c3ccncc3)n2)cc1	17	-15
CCN1/C(=C\C=C2\C(=O)N(c3ccccc3)C(=S)N2C)Sc2ccccc21	7	1
Cc1ccccc1NC(=O)C(C#N)Cc1cccnc1 (stereo not given)	2	2
CCOC(=O)CN/C=C(\C#N)c1ccccc1	4	-7
CC(=O)NC(CC(=O)N(Cc1ccccc1)c1ccc(C)cc1)c1ccccc1 (stereo not given)	-1	-4
Cc1ccccc1Cn1c(C)c(C(=O)N(C)Cc2ccc(F)cc2)sc1=O	-16	1
COc1cc(C(=O)O/N=C(\N)c2cccc([N+](=O)[O-])c2)cc(OC)c1OC	-3	-4
Cc1c(C(=O)N(C)C)sc(NC(=O)c2cccc([N+](=O)[O-])c2)c1C#N	-12	15
CCOc1ccc(NC2OC(CO)C(O)C(O)C2O)c([N+](=O)[O-])c1 (stereo not given)	-9	2
CCOC(=O)c1c(C)nc2sc3c(=O)n(-c4ccc(C(C)=O)cc4)nnc3c2c1-c1ccc(OC)cc1	-1	-3
CN(C)S(=O)(=O)c1cccc(NC(=O)CO/N=C(\N)c2ccccc2)c1	6	2
CCN(CC)S(=O)(=O)c1ccc2oc(SCC(=O)Nc3cc(C)on3)nc2c1	11	-6
CCN1C(=O)[C@@H]2[C@@H](c3ccc(-c4ccccc4)cc3)N3CCC[C@@]3(C(=O)OC)[C@@H]2C1=O	-17	12
O=C(O)c1ccc(NC(=S)NC(=O)C(c2ccccc2)c2ccccc2)cc1	-14	7
Nc1[nH]c(=O)[nH]c(=O)c1N=Nc1cccc(Cl)c1	-7	8
Cc1cc(C(=O)CN2C(=O)NC(CC(C)C)C2=O)c(C)n1-c1ccccc1F (stereo not given)	9	6
Cc1ccc2c(N)c(C#N)sc2n1	20	-10
O=C(O)/C=C/C(=O)Nc1ccccc1C(=O)Nc1ccccc1	15	11
Cc1cc(=O)oc2ccc(OC(C)C(=O)O)cc12 (stereo not given)	4	1
CC(NC(=O)c1cc(-c2ccccn2)nc2ccc(Cl)cc12)C1CCCO1 (stereo not given)	9	-10
CC(C)NC(=O)N(C)C[C@H]1Oc2ccc(NC(=O)CCN3CCOCC3)cc2C(=O)N([C@H](C)CO)C[C@@H]1C	15	-7
CC(OC(=O)c1ccco1)C(=O)NC1CCCCC1 (stereo not given)	10	-12
COc1nc(N=C(N)N)nc2c(C)cccc12	15	0
Cc1ccc(C)c(S(=O)(=O)N2CCCC2CNC(=O)C(=O)NCc2ccco2)c1 (stereo not given)	7	0
O=C(COC(=O)/C=C/c1ccco1)Nc1ccc(F)cc1Cl	-2	-15
COc1ccc(C)cc1N(CC(=O)N/N=C/c1ccc2c(c1)OCO2)S(C)(=O)=O	-8	-2
CC1CCN(C(=O)CCCC(=O)O)CC1	4	-8
CCN(CC)C(=O)c1sc(NC(=S)N2CCN(C(=O)C3CCCO3)CC2)c(C(=O)OC)c1C (stereo not given)	-9	-6
CN(c1cccc(NC(=O)c2ccc(Cl)c(S(=O)(=O)N3CCOCC3)c2)c1)S(C)(=O)=O	-10	4
O=S(=O)(c1cccs1)N1CN(Cc2cccs2)c2nc3ccccc3nc21	5	-1
N=c1c(S(=O)(=O)c2ccc(Cl)cc2)cc2c(=O)n3ccccc3nc2n1C1CCCC1	-14	22
C=CCn1c(SCC(=O)N2CCN(c3ccc(F)cc3)CC2)nnc1-c1cccs1	-28	-6
O=C(O[C@@H]1[C@H](Cc2ccccc2)NS(=O)(=O)[C@H]2C[C@@H]3C=C[C@]12O3)c1ccccc1Br	0	2
CCCCOC(=O)Oc1ccc2c(=O)c(Oc3cccc(C)c3)coc2c1	-11	10
COc1ccccc1-c1ccc2c(c1)C(C)(Cc1cccc(C#N)c1)C(=O)N2 (stereo not given)	-11	5
COc1cccc(NC(=O)CN(C)C(=O)C2=COCCO2)c1	8	1
Cc1ccc(S(=O)(=O)N(C)CC(=O)O/N=C(\N)c2cccnc2)cc1	-6	-7
c1ccc(CN=C2NN=C(c3ccccc3)CS2)cc1	15	-2
O=C(NC(Cc1ccccc1)C(=O)N1CCN(c2ccc(F)cc2)CC1)c1ccccc1 (stereo not given)	-6	0
COC(=O)C1C(OC)=CC(=O)C2CCCCC21 (stereo not given)	2	0
CCOC(=O)n1ccc(C(=O)Nc2ccccc2F)n1	2	8
COc1cccc(/C(=N/O)C2CC2c2ccc(Cl)cc2)c1 (stereo not given)	-5	3

(continued)
SMILES	TAG inh	TAG inh DAPI viability
Cn1c(=O)c2c(nc(CO)n2C)n(C)c1=O	2	-14
OCCN1CCN(C(=S)Nc2ccc(SC(F)F)cc2)CC1	14	-11
O=C(c1ccoc1)N1CCCC(N2CCN(c3cccc(C(F)(F)F)c3)CC2)C1 (stereo not given)	2	2
O=C(COC(=O)c1ccc(S(=O)(=O)N2CCCC2)cc1)Nc1ccc(Cl)cc1	-51	-2
Cc1ccc(C2CC(=O)Oc3cc(C)cc(C)c32)cc1 (stereo not given)	-7	1
CCOC(=O)c1cc(-c2cccc([N+](=O)[O-])c2)n[nH]1	-3	-2
CCN(CC)C(=O)c1sc(NC(=O)c2ccc(C)c([N+](=O)[O-])c2)c(C#N)c1C	-7	-7
COc1ccc(OC)c(C2/C(=C(/O)c3cnn(-c4ccccc4)c3C)C(=O)C(=O)N2CCN(C)C)c1 (stereo not given)	-6	-3
CC(C)(C)NC(=O)C[C@H]1C[C@H](C(=O)N2CCCCC2)[C@@]2(CCc3ccccc3)c3[nH]c4ccc(Cl)cc4c3CCN2C1=O	62*	-1.4*
CCOC(=O)C1(Cc2ccccc2)CCN(C2Cc3ccccc3C2)CC1	-24	20
O=C(NCc1cccnc1)c1cc(C2CCCCN2S(=O)(=O)c2ccccc2)on1 (stereo not given)	9	-1
Cc1ccc2cc3c(=O)n(C)cc(C=O)c3nc2c1	12	3
[N-]=C=C1C(=O)NC(=O)C([n+]2ccc(-c3ccncc3)cc2)C1c1ccccc1C(F)(F)F (stereo not given)	-2	7
O=C(CSc1nc(=O)n(CCN2CCOCC2)c2c1CCCC2)Nc1ccccc1Cl	4	1
O=C(CCN1C(=O)/C(=C\c2cccs2)SC1=S)Nc1ccccn1	7	-15
COc1ccc(S(=O)(=O)N2CCC(N3CCCCC3)CC2)cc1	-5	2
COc1ccc(CNC(=O)c2ccccc2NC(=O)C2=C(C)OCCS2)cc1	0	-2
CC(=O)Nc1ccc(N2C(=O)CSC2c2ccccc2[N+](=O)[O-])cc1 (stereo not given)	15	-6
CC12CCC3C(=CCc4cc(O)ccc43)C1CC(=NO)C2O (stereo not given)	-1	11
O=C(COc1ccc([N+](=O)[O-])cc1)NNC(=O)Nc1ccc([N+](=O)[O-])cc1	-6	3
CCOc1ccc(Cl)cc1CNc1nnnn1CC	5	-1
Cc1ccc(C(=O)COc2cc(O)c3c(=O)cc(-c4ccccc4)oc3c2)cc1	-5	-8
CCCCCNC(=O)c1ccc2c(=O)[nH]c3c(C(=O)NCC4CCCO4)sc(=S)n3c2c1 (stereo not given)	-8	4
CCOC(=O)C1CCN(C(=O)c2ccc(C)o2)CC1	-3	1
Cc1cc(OCC(=O)NC2CC(C)(C)NC(C)(C)C2)c(C)cc1Br	20	1
COC(=O)c1ccccc1NC(=S)NC(NC(=O)COc1ccccc1)C(Cl)(Cl)Cl (stereo not given)	5	-11
O=C(CSc1ccc2ccccc2n1)c1ccc2c(c1)OCO2	-160	2
O=C(COC(=O)/C=C/c1cccs1)Nc1nc(-c2ccccc2)cs1	-5	2
Nn1c(SCC(=O)N2CCCc3ccccc32)nnc1-c1ccc(Cl)cc1	-21	-3
Oc1cccc2ccc(/C=C/c3c(F)cccc3Cl)nc12	9	5
CC(C)C(=O)Nc1cccc(C(=O)N2CCCCC2C)c1 (stereo not given)	-15	13
CC(/C=N/Nc1nc2ccccc2[nH]1)=C\c1ccccc1	10	30
COc1ccc(CCNS(=O)(=O)c2cccc([N+](=O)[O-])c2)cc1OC	5	-11
CCN(Cc1ccncc1)C(=O)c1ccc(Br)o1	-10	-1
COc1ccc(S(=O)(=O)N2CCc3ccccc32)cc1C(=O)Nc1ccc(NC(C)=O)cc1	5	0
COc1ccc(N(C)S(=O)(=O)c2ccc(Cl)c(C(=O)NCC(C)(C)N3CCOCC3)c2)cc1	-18	1
COc1ccc(Cl)cc1C(=O)Nc1ccc(CN2CCCCC2)cc1	16	-2
Cc1cccc(C)c1NC(=S)NC(=O)c1ccc(Br)o1	-3	-1
CCOC(=O)c1c(NC(=O)C(C)N2CCN(C(=O)c3ccco3)CC2)sc2c1CCCC2 (stereo not given)	-4	4
N#C/C(=C/c1ccccc1)c1nn(CCO)c(N)c1C#N	1	3
COc1ccc2c(c1[N+](=O)[O-])CCC/C2=N/OC(=O)c1cccc2ccccc12	4	1
C=C1CCN([C@@H](CC(C)C)C(=O)NCc2cc(OC)c(OC)c(OC)c2)S(=O)(=O)c2ccccc21	30	-4
O=C(/C=C/c1ccc([N+](=O)[O-])cc1)N1CCN(S(=O)(=O)c2cccs2)CC1	-10	-9
COc1cc(C2=NOC(C(=O)Nc3c(C)n(C)n(-c4ccccc4)c3=O)C2)cc(OC)c1OC (stereo not given)	-10	4
CCOC(=O)C1=C(C)Nc2nc(SCC)nn2C1c1ccc(OC)cc1 (stereo not given)	28	0
O=C(COc1ccccc1)NCCSCc1ccc(Cl)cc1	0	2
Cc1cc(S(=O)(=O)NC2CCN(Cc3ccccc3)CC2)c(C)cc1Cl	-17	7
O=S(=O)(N/N=C\c1cccc(F)c1)c1ccccc1	-3	-11
CC(C)(C)NC(=O)C1Cc2ccccc2CN1C(=O)Nc1cccc(Cl)c1 (stereo not given)	-8	0
COc1ccc(CN(CCCN2CCOCC2)S(=O)(=O)N(C)C)cc1OC	12	-6

Next part:
SMILES	TAG inh	TAG inh DAPI viability
COC(=O)CCCCC1SCC(NC(=O)c2ccccc2)C1OC(C)=O (stereo not given)	-26	3
COC(=O)CN(c1ccc(OC)cc1OC)S(=O)(=O)c1ccccc1[N+](=O)[O-]	-7	-7
CN1C(=O)/C(=C/c2ccccc2OCc2ccc(C(=O)O)cc2)NC1=S	-4	-2
CCCOc1ccc(/C=C/c2[nH]c(=O)[nH]c(=O)c2[N+](=O)[O-])cc1OCC	23	-9
CCC1CCC2(CC1)NC(=O)N(CC(=O)Nc1ccc(OC)c(Cl)c1)C2=O (stereo not given)	-7	9
CC(C)(C)c1ccc(Oc2cccc(C3CC(=O)C(C4NCCc5ccccc54)C(=O)C3n3cncn3)c2)cc1 (stereo not given)	-11	7
C[C@@H]1COC(=O)[C@@H](Cc2ccc(F)cc2)CC/C=C\C[C@@H](CC(=O)NCCO)C(=O)N1	-30	3
O=C(COC(=O)c1cncc(Br)c1)NC1CCCC1	20	-16
CCOC(=O)C1=C(C)Nc2ncnn2C1c1cccs1 (stereo not given)	10	-4
Cc1nc(N2CCC(C)CC2)c2c(C)c(C(=O)Nc3cccc(C(F)(F)F)c3)sc2n1	20	0
Cc1ccc(NC(=O)COC(=O)CN2C(=O)NC3(CCCC3)C2=O)cc1Cl	9	0
Cc1ccc(S(=O)(=O)N2CCOCC2)cc1C(=O)NC(=S)N1CC(C)CC(C)C1 (stereo not given)	-3	-1
CC(C)Cn1nc(C(=O)N2CCc3ccccc32)c2ccccc2c1=O	5	1
CCOc1ccc(C2CC(c3cccc(OC)c3OC)n3nnnc3N2)cc1Cl (stereo not given)	7	-5
O=C(COC(=O)COc1ccc(Cl)cc1Br)NCc1cccs1	-3	6
Cc1cc(NC(=O)CCC(=O)N(Cc2cccs2)C(C(=O)NC2CCCC2)c2ccncc2)no1 (stereo not given)	21	-12

Laid out differently: entries from further up
mol | TAG inh | TAG inh DAPI viability
COC(=O)CCCCC1SCC(NC(=O)c2ccccc2)C1OC(C)=O (stereo not given) | -26 | 3
COC(=O)CN(c1ccc(OC)cc1OC)S(=O)(=O)c1ccccc1[N+](=O)[O-] | -7 | -7
CN1C(=O)/C(=C/c2ccccc2OCc2ccc(C(=O)O)cc2)NC1=S | -4 | -2
CCCOc1ccc(/C=C/c2[nH]c(=O)[nH]c(=O)c2[N+](=O)[O-])cc1OCC | 23 | -9
CCC1CCC2(CC1)NC(=O)N(CC(=O)Nc1ccc(OC)c(Cl)c1)C2=O (stereo not given) | -7 | 9
CC(C)(C)c1ccc(Oc2cccc(C3CC(=O)C(C4NCCc5ccccc54)C(=O)C3n3cncn3)c2)cc1 (stereo not given) | -11 | 7
C[C@@H]1COC(=O)[C@@H](Cc2ccc(F)cc2)CC/C=C\C[C@@H](CC(=O)NCCO)C(=O)N1 | -30 | 3
O=C(COC(=O)c1cncc(Br)c1)NC1CCCC1 | 20 | -16
CCOC(=O)C1=C(C)Nc2ncnn2C1c1cccs1 (stereo not given) | 10 | -4
Cc1nc(N2CCC(C)CC2)c2c(C)c(C(=O)Nc3cccc(C(F)(F)F)c3)sc2n1 | 20 | 0
Cc1ccc(NC(=O)COC(=O)CN2C(=O)NC3(CCCC3)C2=O)cc1Cl | 9 | 0
Cc1ccc(S(=O)(=O)N2CCOCC2)cc1C(=O)NC(=S)N1CC(C)CC(C)C1 (stereo not given) | -3 | -1
CC(C)Cn1nc(C(=O)N2CCc3ccccc32)c2ccccc2c1=O | 5 | 1
CCOc1ccc(C2CC(c3cccc(OC)c3OC)n3nnnc3N2)cc1Cl (stereo not given) | 7 | -5
O=C(COC(=O)COc1ccc(Cl)cc1Br)NCc1cccs1 | -3 | 6
Cc1cc(NC(=O)CCC(=O)N(Cc2cccs2)C(C(=O)NC2CCCC2)c2ccncc2)no1 (stereo not given) | 21 | -12

The list is partial. The share of hits here may be higher or lower than overall.
